# Screening results as filed in PubChem.
# Arrestin-AP2 inh = inhibitors of human beta-arrestin and AP2 interaction; FITC-arrestin peptide / GST-AP2 beads, flow cytometry; AP2 beta2 appendage carries R879A mutation; inhibition, % at 10 µM; 340,000 tested, 0.31% active; AID 504490;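 active = inhibition above a set limit, near 3 SD of compounds lacking own fluorescence, cut at about 54% in these data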;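 note: plate controls were DMSO wells for no effect and 5 µM unlabelled arrestin peptide for full effect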
#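 System: GST-AP2 R879A glutathione beads. Medium: PBS with 0.05% Tween 20 and 0.1% BSA. Also added: FITC-arrestin peptide, 50 nM. Incubation: 12 min plus 1 h, RT. Measured by: high-throughput flow cytometry of beads, ex 488, em 535 nm. Evaluation: percent drop in bead-associated FITC signal.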
# V-ATPase pH = alters yeast V-ATPase proton transport; response, % at 10 µM; AID 504577; S. cerevisiae, pHLuorin cytosolic pH fluorescence; 350,000 tested, 0.37% active; in the data active = response mostly above about 7.3%, no sharp cut-off; inactive = mostly below about 5.4%; note: actives read high; inactives centre near 0; some compounds called inactive have numbers as strong as hits
# CAL PDZ FP-1 = inhibitors of human CAL PDZ peptide binding | 330,000 tested, 0.02% active | Q9HD26 | inhibition, % at 20 µM | AID 504414 | purified CAL PDZ, TMR-peptide fluorescence polarization, 1 h;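 active = highest replicate inhibition of at least 40%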;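 note: plate controls were DMSO neutral control wells for no effect and unlabeled competitor peptide control wells for full effect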
#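 material = purified tagged CAL PDZ domain construct (CerCALP) | buffer or medium = sodium phosphate/NaCl buffer pH 7.4 with TCEP, IgG, Thesit | reagent = TMR-labelled reporter peptide T*-PRC34 bound in PDZ groove | incubation = 1 h room-temperature incubation prior to read | measured by = fluorescence polarization (mP) | evaluation = percent inhibition from loss of millipolarization | control set = unlabelled peptide and DMSO controls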
# LANA DNA inh = KSHV C-LANA DNA binding inhibition. AID 504423. 340,000 tested, 0.078% active. inhibition, % at 9 µM. MBP-C-LANA/FAM-LBS DNA binding, fluorescence polarization;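 active = highest replicate inhibition at or above 60% at 9 µM, even if other replicates fall short; inactive = all replicates below 60% inhibition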;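 note: 0% = neutral control wells and 100% = 4 µM acridine orange control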
# NSD2 inh = blocks human histone methyltransferase NSD2; O96028; NSD2 peptide methylation, AlphaScreen, 120 min; inhibition, % at 12.5 µM; 310,000 tested, 0.54% active; AID 743445; in the data active = inhibition above about 50%
# DSG3 Ab inh = inhibitors of pemphigus antibody binding to human desmoglein-3. P32926. DSG3-coupled beads, scFv-anti-DSG3-GFP binding, flow cytometry; active compounds read low. binding (percent of control), % at 10 µM. 310,000 tested, 0.48% active. AID 588358;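 active = binding more than 3 SD below its plate's average and above zero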;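 note: hits lower antibody fragment binding to DSG3; some compounds called inactive have numbers as strong as hits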
# Target sequence (P32926 whole entry, looked up, the tested form may be a part): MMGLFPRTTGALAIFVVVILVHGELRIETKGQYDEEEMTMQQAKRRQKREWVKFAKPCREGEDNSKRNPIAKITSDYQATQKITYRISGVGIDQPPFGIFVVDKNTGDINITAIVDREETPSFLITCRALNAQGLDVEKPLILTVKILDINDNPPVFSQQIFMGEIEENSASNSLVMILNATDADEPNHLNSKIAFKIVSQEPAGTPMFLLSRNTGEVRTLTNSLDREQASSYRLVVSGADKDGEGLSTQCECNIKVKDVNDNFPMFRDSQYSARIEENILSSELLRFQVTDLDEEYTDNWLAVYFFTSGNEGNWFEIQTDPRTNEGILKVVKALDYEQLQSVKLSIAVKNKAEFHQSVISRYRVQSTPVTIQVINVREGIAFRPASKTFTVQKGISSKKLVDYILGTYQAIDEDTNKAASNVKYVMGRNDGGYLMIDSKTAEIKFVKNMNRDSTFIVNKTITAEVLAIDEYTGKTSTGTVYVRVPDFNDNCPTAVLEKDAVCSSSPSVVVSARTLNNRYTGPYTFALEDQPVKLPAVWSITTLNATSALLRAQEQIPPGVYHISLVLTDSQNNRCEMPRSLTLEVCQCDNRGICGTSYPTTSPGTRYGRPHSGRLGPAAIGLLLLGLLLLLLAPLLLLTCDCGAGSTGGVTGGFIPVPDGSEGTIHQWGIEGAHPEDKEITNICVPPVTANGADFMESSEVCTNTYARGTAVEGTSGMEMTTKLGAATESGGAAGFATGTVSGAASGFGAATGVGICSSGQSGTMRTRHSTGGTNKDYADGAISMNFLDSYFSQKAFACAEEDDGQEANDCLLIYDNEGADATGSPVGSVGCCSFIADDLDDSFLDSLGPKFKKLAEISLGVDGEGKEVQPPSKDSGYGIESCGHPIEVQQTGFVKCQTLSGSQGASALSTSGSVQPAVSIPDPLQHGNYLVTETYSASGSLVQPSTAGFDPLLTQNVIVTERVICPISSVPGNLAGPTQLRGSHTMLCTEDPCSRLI
# Cardiac RTF inh = cardiac RTF calcium desensitization. IANBD-labeled cardiac RTF, Ca2+ fluorescence. inhibition, % at 7.15 µM. 340,000 tested, 0.12% active. AID 493244;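 active = inhibition above the mean inhibition of all tested compounds plus 3 SD, cut at about 17% in these data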;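 note: assay run at fixed EC70 calcium of 1.6 mM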
# DAGLB inhibitor = diacylglycerol lipase beta (human) inhibition. HEK293T DAGLB membrane lysate, EnzChek fluorogenic substrate. 340,000 tested, 0.059% active. Q8NCG7. inhibition, % at 5.17 µM; in the data active = inhibition above about 34%;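 note: 0% = enzyme with vehicle and 100% = wells lacking enzyme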
# Keap1-Nrf2 PPI = Keap1-Nrf2 (human) interaction inhibition; 340,000 tested, 0.15% active; Keap1 Kelch-Nrf2 peptide fluorescence polarization, 1536-well; AID 504523; inhibition, % at 9.4 µM; in the data active = inhibition above about 12%;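 note: human Keap1 Kelch domain with fluorescein labeled Nrf2 9mer peptide probe; 0% = neutral control wells and 100% = peptide positive control; higher means more block of Keap1 binding to Nrf2 peptide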
# CAL PDZ FP-2 = blocks peptide binding to the human CAL PDZ domain | purified CAL PDZ, TMR-peptide fluorescence polarization, 1 h | Q9HD26 | inhibition, % at 24.9 µM | AID 602252 | 300,000 tested, 0.92% active;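 active = mean inhibition of at least 30% with at least half of replicates also reaching 30%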;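 note: 0% = DMSO neutral control and 100% = excess unlabeled competitor peptide PRC23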
# An asterisk follows results filed as active; / = not tested or not shown. Some of the compounds tested. The share of hits here may be higher or lower than overall.
smiles,Cardiac RTF inh,CAL PDZ FP-1,DSG3 Ab inh,Arrestin-AP2 inh,CAL PDZ FP-2,Keap1-Nrf2 PPI,V-ATPase pH,DAGLB inhibitor,NSD2 inh,LANA DNA inh
Cc1ccccc1CNc1ccc(C(CC(N)=O)NC(=O)c2ccc(Br)cc2)cc1[N+](=O)[O-] (centres undefined),-6,-0.5,104,11,-1,-1,0,30,/,1.7
COc1ccc(/C=N/Nc2nncc3ccccc23)c(OC)c1,-10,-2.2,/,0,-2,-9,-11,3,1,-0.9
Cc1ccc(-c2nnc(COC(=O)c3ccco3)o2)cc1,2,-1.2,109,-7,-1,-3,2,-5,-1,0.2
CC1CCCCC12NC(=O)N(Cn1nnc3ccccc3c1=O)C2=O (centres undefined),-4,-0.7,104,7,/,1,-3,0,-1,-1.0
Cc1ccc(C)c2c1[nH]c1ccccc12,8,0.1,77,7,-6,2,-1,-1,1,0.4
OCC[C@H]1C[C@H](O)[C@@H](O)[C@@]2(Cc3ccccc3O2)O1,3,1.0,98,1,-2,-1,7,2,/,0.0
CCOC(=O)CCc1c(C)c2ccc(OCc3cc([N+](=O)[O-])ccc3OC)cc2oc1=O,-3,-1.6,98,-12,-3,3,3,-1,1,1.0
CCN=C1SC(CC(N)=O)C(=O)N1CC (centres undefined),-1,-0.3,101,3,-3,-4,0,-1,-4,1.8
CSc1ccc(CN(C)C(=O)CSCC(=O)Nc2cc(C)on2)cc1,-2,-2.6,100,44,1,4,-4,-1,25,-0.7
O=C(O)CCCC(=O)NCc1ccccn1,-1,-0.1,/,-20,4,-3,3,0,2,0.7
O=C(CNc1cc(S(=O)(=O)N2CCOCC2)ccc1NCC1CCCO1)Nc1ccc(C(F)(F)F)cc1 (centres undefined),-6,-2.7,104,6,-1,-6,-1,3,1,-0.2
N#CC1=C(N)OC2=C(C(=O)CCC2)C1c1ccncc1 (centres undefined),-8,-1.0,113,5,2,-4,5,1,-1,1.0
COc1ccccc1NC(=O)c1ccccc1NC(=O)c1cccs1,-7,-0.6,111,4,5,-2,4,-18,-6,-0.3
CCOC(=O)Cc1[nH]nc2c1C(C1C=CCCC1)C(C#N)=C(N)O2 (centres undefined),5,-0.4,106,8,-2,-4,-5,-1,4,3.4
CC1(C)CC(=O)C=C(C(=O)N2CCCC(C(=O)c3cccc(C(F)(F)F)c3)C2)O1 (centres undefined),-4,-2.6,107,14,-3,7,-4,-7,1,1.6
CCOC(=O)/C(C(=Nc1ccccc1)Nc1ccccc1)=C(\C)O,0,-1.9,104,44,1,2,1,-4,12,0.9
CCOc1ccccc1N1CCN(C(=O)CSc2ccc3c(c2)OCCO3)CC1,2,-0.6,/,1,-1,1,-5,3,12,0.6
CCN(CC)CCn1c2ccccc2c2nc3ccc([N+](=O)[O-])cc3cc21,/,0.8,95,10,/,-5,2,/,3,2.6
NC(=O)C1CCCN(CCc2ccccc2)C1 (centres undefined),-3,-2.6,104,-1,-3,0,2,0,-1,0.2
COc1ccc(CN(C2CCCC2)S(=O)(=O)c2ccc(-n3cnnn3)cc2)cc1,0,-0.8,100,3,-1,-5,-2,-7,-2,2.7
Cc1ccc(-n2nc3c(c2NC(=O)c2ccc4c(c2)OCO4)CSC3)c(C)c1,-4,-1.0,96,-2,-6,-3,1,-2,-1,-1.9
Cc1onc(-c2ccccc2Cl)c1C(=O)NC(=S)NCC(=O)c1ccccc1,3,-2.5,104,12,-6,2,3,-3,-2,0.1
Cc1[nH]c2ccccc2c1C(=O)C(=O)N1CCN(c2ccccc2Cl)CC1,-3,-1.0,/,25,-7,-2,5,0,0,0.2
Cc1ccccc1NCCNc1ccccc1C,-7,-0.4,98,29,-3,-5,3,-1,1,0.3
O=C(O)c1ccc(NC(=S)NCc2ccccc2)cc1,-6,-1.2,111,30,-4,-1,8,3,-1,-1.4
Cc1nc(Cl)c(C(=O)Nc2cccc(F)c2)c(C)c1Cl,-11,-0.8,113,-4,-2,0,1,-1,-12,0.5
O=C(COC(=O)c1cc(NS(=O)(=O)c2cccs2)ccc1O)Nc1ccc(F)c(F)c1F,-10,-0.5,96,-4,0,2,3,1,2,2.1
COC(=O)c1ccc(NS(=O)(=O)c2ccc3[nH]c(=O)oc3c2)cc1,2,-2.4,102,3,1,1,-5,2,9,4.2
Cc1ccc(CN2C(=O)CSC2c2ccccc2F)cc1 (centres undefined),4,-1.1,106,21,-1,-1,-4,-5,-5,4.6
CCCCn1cnc2c(cnn2-c2ccc(F)cc2)c1=O,-2,0.4,90,1,4,3,-5,-2,3,0.4
C=CCNC(=S)N(C1CCCCC1)C1CCCCC1,16,0.7,104,32,/,-1,4,-3,0,-0.7
CCN(CC)C(=O)c1sc(NC(=O)C(Sc2ccccc2)c2ccccc2)c(C(=O)OC(C)C)c1C (centres undefined),-4,-0.1,109,-2,-1,-2,4,-10,-1,-0.9
CC(=NNC(=S)N1CCCCC1)c1ccccn1,/,/,101,/,/,/,10,4,32,/
COC(=O)c1cc(=O)n(-c2ccccc2)c(=Nc2ccccc2)s1,-6,0.9,108,11,-3,-8,5,0,/,1.1
CC(C)(C)c1ccc(CNC(=O)C2CCCN2C(=O)Nc2ccccc2)cc1 (centres undefined),-4,-0.3,93,1,-1,0,-1,1,1,-1.7
CS(=O)(=O)N(CC(=O)Nc1ccccc1C(=O)N1CCCC1)c1ccccc1Br,4,-0.2,105,-2,/,4,0,0,-1,0.5
COc1cccc(N2C(=O)/C(=C\c3cccs3)NC2=S)c1,-11,-1.7,91,-2,3,-8,21*,-1,11,-1.0
CCN(C(=O)CSc1nnc2nc(C)cc(C)n12)c1ccccc1,4,-0.7,90,7,0,-2,-1,1,-2,-1.4
CCOC(=O)Cc1csc(NC(=O)COc2ccc(OC)cc2)n1,-4,-1.0,104,1,/,-2,1,-3,/,0.3
C=CCN(c1ccccc1)S(=O)(=O)c1cccc(C(=O)NCc2ccco2)c1,-2,0.4,86,-8,-4,0,0,-2,13,-0.4
COC(=O)c1ccc(NC(=O)C(=O)c2c[nH]c3ccccc23)cc1,-3,-0.2,116,4,-1,-2,1,1,-1,-0.3
O=C(Nc1nccs1)c1cccnc1Cl,-3,-3.3,96,11,5,0,-7,-4,-4,0.1
O=C(Nc1cc(C(=O)N2CCOCC2)ccc1N1CCCC1)c1cccs1,-1,-1.1,96,-14,-3,3,1,1,/,1.9
COc1cccc(N/N=C/c2cccc(Br)c2O)c1,1,-2.4,100,8,3,-1,1,1,2,-1.3
CC1(C)C2CCC1(C)C(OC(=O)c1ccccc1C(=O)O)C2 (centres undefined),6,-1.4,101,-16,-5,-5,3,1,0,-0.5

# Reprinted at random: 4 entries already listed
smiles,Cardiac RTF inh,CAL PDZ FP-1,DSG3 Ab inh,Arrestin-AP2 inh,CAL PDZ FP-2,Keap1-Nrf2 PPI,V-ATPase pH,DAGLB inhibitor,NSD2 inh,LANA DNA inh
CC(C)(C)c1ccc(CNC(=O)C2CCCN2C(=O)Nc2ccccc2)cc1 (centres undefined),-4,-0.3,93,1,-1,0,-1,1,1,-1.7
CCN(CC)C(=O)c1sc(NC(=O)C(Sc2ccccc2)c2ccccc2)c(C(=O)OC(C)C)c1C (centres undefined),-4,-0.1,109,-2,-1,-2,4,-10,-1,-0.9
CC(=NNC(=S)N1CCCCC1)c1ccccn1,/,/,101,/,/,/,10,4,32,/
CCOC(=O)Cc1csc(NC(=O)COc2ccc(OC)cc2)n1,-4,-1.0,104,1,/,-2,1,-3,/,0.3

# More records:
smiles,Cardiac RTF inh,CAL PDZ FP-1,DSG3 Ab inh,Arrestin-AP2 inh,CAL PDZ FP-2,Keap1-Nrf2 PPI,V-ATPase pH,DAGLB inhibitor,NSD2 inh,LANA DNA inh
Cc1cccc(N(C2C=CS(=O)(=O)C2)S(=O)(=O)c2ccccc2)c1 (centres undefined),-10,0.3,107,12,/,0,1,-1,7,-0.6
Cc1nc(N2CCN(Cc3ccc4c(c3)OCO4)CC2)nc2c1C(=O)CC(c1ccco1)C2 (centres undefined),1,-1.9,92,3,0,-2,0,-13,0,1.0
O=C(Nc1ccc(N2CCOCC2)cc1)c1cccc(S(=O)(=O)N2CCCC2)c1,4,-1.6,/,10,-1,-1,-1,3,0,-2.5
COCCCNC(=O)c1cc(=O)n(Cc2ccc(Cl)cc2)c2ccccc12,-6,-2.6,89,-22,/,-3,-1,-1,-2,1.7
Cc1ccnc(NC2CCCCC2)c1,7,-0.8,98,12,/,-1,1,-1,10,0.0
Cc1ccc(/C=C/C(=O)OC(C)C(=O)Nc2ccc(Cl)cn2)o1 (centres undefined),0,-0.6,/,10,-9,-2,5,3,3,-0.1
CCc1nnc(NC(=O)CSc2nc3ccccc3c(=O)n2CCCOC)s1,-5,-0.3,95,6,-4,3,-3,-3,-6,-1.4
Cn1nnnc1Sc1ncnc2scc(-c3ccccc3)c12,-7,-3.6,72,-4,-3,-5,-6,2,/,1.1
CC(OC(=O)c1ccc(Cl)nc1)C(=O)NC1(C#N)CCCCC1 (centres undefined),4,-1.9,87,4,-2,1,1,3,1,0.7
Cc1nc(=O)cc(-c2ccccc2)n1-c1ccccc1,-4,-1.7,89,-9,1,3,-2,1,/,3.9
O=C(NC1CCN(C(=O)N2c3ccccc3Sc3ccccc32)CC1)c1ccccc1F,-8,0.4,102,0,0,-1,-3,-2,18,0.3
Cn1cnnc1SCC(=O)N1CCc2ccccc21,-6,-0.1,97,13,/,-3,-2,0,1,0.3
COc1cccc2cc(C(=O)N3CCN(C45CC6CC(CC(C6)C4)C5)CC3)c(=O)oc12,-3,-2.0,91,-3,-3,4,2,-1,4,0.5
O=C(NC1CCCC1)C(c1ccncc1)N(C(=O)c1ccco1)c1ccccc1 (centres undefined),2,-0.7,106,10,-4,3,2,-3,1,0.6
Cc1ccc2c(CN(C)Cc3ccc(Cl)cc3)cc(=O)oc2c1,1,-2.7,/,-12,-12,4,-1,-8,0,-0.1
O=C(COc1ccc(Cl)c2cccnc12)N1CCOCC1,-4,0.0,107,5,115*,-3,1,-1,0,0.0
O=C(Cc1ccccc1)c1ccc(O)cc1O,-3,0.6,/,-9,-1,-1,3,-1,0,-0.8
O=C(Cn1nnc2ccccc2c1=O)NCC1CCC(C(=O)O)CC1 (centres undefined),4,-3.3,100,-4,-4,-2,-2,0,-1,-0.4
Cc1cc(C(=O)COc2cccnc2[N+](=O)[O-])c(C)n1Cc1ccco1,-2,13,96,25,0,-3,0,0,3,4.0
